# CCT chaperon mod: modulators of cytosolic chaperonin (CCT/TRiC) activity | purified chaperonin ATPase assay, HTRF ADP detection, 30 min | activity change, % (no concentration beside the values), hits read low | hit rate 0.3% among 360,000 | AID 651819; in the data active means activity change below about -30%; further: on the % scale 0 is the no-effect control and ±100 the full control effect
#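 TRiC (40 or 20 nM final, by batch activity) in 30 mM Tris pH 7.4, 100 mM KCl, 5 mM MgCl2, 1 mM DTT was treated with compound at 76 uM single dose, then 10 uM ATP, 30 min at 37 °C. ADP was read by HTRF Transcreener.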
# EPAC2 agonist: activates human EPAC2 exchange factor; Potency, µM (titrated, usually from 154 µM), without a hit: at the top dose activation, hits mostly activators; AID 720711; hit rate 0.079% among 360,000; EPAC2 activation, biochemical qHTS; response scale: 100% = 6.5 mM cAMP response; further: potency means the concentration at half of the fitted maximal effect; nearly all actives have a fitted effect of over 50% in size
# Target sequence (Q8WZA2 whole entry, looked up): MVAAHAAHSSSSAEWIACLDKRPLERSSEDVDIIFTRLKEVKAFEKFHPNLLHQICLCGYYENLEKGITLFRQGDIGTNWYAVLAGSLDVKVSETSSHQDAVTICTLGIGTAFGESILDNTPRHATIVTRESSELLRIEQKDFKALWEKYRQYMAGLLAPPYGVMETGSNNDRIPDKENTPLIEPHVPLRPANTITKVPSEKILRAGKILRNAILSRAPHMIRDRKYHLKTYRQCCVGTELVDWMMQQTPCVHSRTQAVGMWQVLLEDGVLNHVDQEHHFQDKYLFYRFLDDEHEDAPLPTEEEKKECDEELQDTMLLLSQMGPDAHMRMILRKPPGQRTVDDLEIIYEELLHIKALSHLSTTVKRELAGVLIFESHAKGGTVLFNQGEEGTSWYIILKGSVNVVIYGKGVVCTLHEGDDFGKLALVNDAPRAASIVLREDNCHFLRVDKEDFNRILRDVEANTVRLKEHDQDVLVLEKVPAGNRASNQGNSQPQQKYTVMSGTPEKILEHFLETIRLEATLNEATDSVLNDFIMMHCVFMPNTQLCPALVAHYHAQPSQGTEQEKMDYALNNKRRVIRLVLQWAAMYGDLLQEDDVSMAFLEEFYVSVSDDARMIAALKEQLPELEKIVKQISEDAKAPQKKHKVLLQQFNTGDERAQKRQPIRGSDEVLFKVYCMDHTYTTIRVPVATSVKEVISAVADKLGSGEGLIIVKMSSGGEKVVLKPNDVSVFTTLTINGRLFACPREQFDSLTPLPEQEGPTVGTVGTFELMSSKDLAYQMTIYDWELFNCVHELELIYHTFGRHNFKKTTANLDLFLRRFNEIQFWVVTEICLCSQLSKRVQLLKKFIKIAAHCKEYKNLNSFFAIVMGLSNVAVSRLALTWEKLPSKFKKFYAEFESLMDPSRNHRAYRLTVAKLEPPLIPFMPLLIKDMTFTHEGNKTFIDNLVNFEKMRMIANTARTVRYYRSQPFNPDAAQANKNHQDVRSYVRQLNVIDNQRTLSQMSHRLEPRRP
#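 qHTS, titration series. 100 nM EPAC2 / 250 nM Rap1B-BODIPY-GDP / 50 uM GDP; RT; ex 480/em 540 nm, 5-min reads to 30 min. Norm. to 6.5 mM cAMP = activation.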
# Nrf2 block: blocks Nrf2 signaling. hit rate 2.1% among 360,000. Potency, µM (highest dose often 46 µM), for the others: at the highest dose activity change, negative = inhibition, usual class: inhibitors. A549 ARE-Fluc reporter, luciferase luminescence, 18-24 h; further: potency means the concentration at half of the fitted maximal effect; on the % scale 0 is the no-effect control and ±100 the full control effect; nearly all actives have a fitted effect of over 60% in size
#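 A549 ARE_Fluc cells, 5000/well, 5% FBS OPTI-MEM; compounds in dose-response, 18-24 h at 37 °C/5% CO2; CellTiter-Fluor viability read (Ex 405/Em 525), then BugLite luciferase luminescence = Nrf2 activity.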
# EPAC2 antagonist: blocks human EPAC2 exchange factor; Q8WZA2; EPAC2 GEF exchange of Rap1B-BODIPY-GDP, fluorescence; Potency, µM (highest dose often 114 µM), for inactives: at the highest dose activity, negative = inhibition, actives largely listed as inhibitors; hit rate 0.18% among 360,000; further: potency means the concentration at half of the fitted maximal effect; on the % scale 0 is the no-effect control and ±100 the full control effect; nearly all actives have a fitted effect of over 45% in size; many of its hits are not listed in these tables
# MmCpn inh: blocks the Methanococcus maripaludis chaperonin Mm-Cpn | purified Mm-Cpn ATPase, ADP Transcreener TR-FRET | Potency, µM (series often up to 76.9 µM), inactives show at the top dose activity, negative = inhibition, actives largely listed as inhibitors | hit rate 0.031% among 330,000; further: potency means the concentration at half of the fitted maximal effect; on the % scale 0 is the no-effect control and ±100 the full control effect; nearly all actives have a fitted effect of over 80% in size
#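 Compound-treated chaperonin, 25 nM final, turns over 10 uM ATP at 37°C for 30 min following a 10 min preincubation; ADP generated competes with ADP-d2 for Eu-cryptate antibody, lowering FRET.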
# TGFb SMAD3 inh: blocks TGF-b signaling; HepG2 CAGA-GFP TGF-b/SMAD3 reporter, GFP fluorescence, 18 h; TGF-beta stimulated, 500 pg/mL final; Potency, µM (series often up to 46.1 µM), without a hit: at the highest dose activity, negative = inhibition, hits mostly inhibitors; hit rate 1.2% among 410,000; AID 588855; further: potency means the concentration at half of the fitted maximal effect; on the % scale 0 is the no-effect control and ±100 the full control effect; nearly all actives have a fitted effect of over 65% in size
#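 Read-out: total well GFP (ex488/em500-530) summed from mean per-cell fluorescence. Cells: HEPG2 CAGA-GFP, 1% FBS DMEM, 18 h at 37 degrees C with 500 pg/mL final TGF-beta. Unstimulated wells served as the full-inhibition control; stimulated DMSO wells = 0%.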
# A549 viability: kills or reduces viability of A549 cells in Nrf2 counter-screen; Potency, µM (highest dose often 46 µM), without a hit: top-dose activity change, negative = cytotoxicity, actives largely listed as inhibitors; A549 ARE-Fluc cells, CellTiter-Fluor viability, 18-24 h; hit rate 0.16% among 390,000; further: potency means the concentration at half of the fitted maximal effect; on the % scale 0 is the no-effect control and ±100 the full control effect
#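 A549 ARE-Fluc cells in 5% FBS OPTI-MEM, 5000 cells/well, rested 2 h then exposed to compounds in concentration-response for 18-24 h at 37 °C. Viability by CellTiter-Fluor fluorescence (Ex 405/Em 525) after 30 min; luciferase luminescence (BugLite, 15 min, RT) read afterwards.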
# pAkt inh: blocks phosphorylation of Akt. Neuro2A IGF-stimulated pAkt S473 HTRF, 20 min; active compounds read low. activity change, % for hits at 50 µM. hit rate 0.32% among 360,000. AID 651550; in the data active means activity change below about -80%; inconclusive means mostly about -51% to -80%; further: on the % scale 0 is the no-effect control and ±100 the full control effect
#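 Neuro2A cells (4,500/well, DMEM with 0.5% FBS) were treated with compound at a single 50 µM final concentration, stimulated with 6 nM IGF for 20 min at 37 °C, and lysed. Phospho-Akt Ser473 was read by HTRF as 665/615 ratio ×10^4.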
# Nrf2 activator: activates Nrf2 signaling. AREc32 ARE-luciferase reporter (MCF7-derived line), luminescence, 24 h. Potency, µM (series often up to 46.1 µM), inactives show top-dose activation, actives largely listed as activators. hit rate 0.31% among 410,000; further: potency means the concentration at half of the fitted maximal effect; % of control where 0% means no effect; nearly all actives have a fitted effect of over 65% in size
#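 ARE-driven firefly luciferase activity in AREc32 cells measured after a 24 hr compound exposure at 37 deg C, using Steady-Glo reagent and a 30 min room-temperature hold.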
# * marks the source's active call; other numbers are inactive results; i = inactive; ? = inconclusive; / = no result given; & = joins results of further samples; [ ] = dose if it differs, or a comment. Unless noted, the call rests on the fitted dose curve; in most records, active means well fitted curve in the direction sought with a large enough effect; inconclusive means small, poorly fitted or top-dose-only effect, or another doubt; inactive means no such curve, though single readings can be large; an effect the other way counts as inactive or inconclusive.
# The line under a structure holds: CCT chaperon mod	EPAC2 agonist	Nrf2 block	EPAC2 antagonist	MmCpn inh	TGFb SMAD3 inh	A549 viability	pAkt inh	Nrf2 activator
- COc1cccc(/C=N/Nc2nccnc2Cl)c1O
 : -0.6	4%	0%	4%	0%	-29%	-5%	i	-2.2%
- O=c1oc(CCCO)cc2ccc(C#Cc3cccnc3)cc12
 : 1.1	2%	?	-7%	-3%	14%	4%	i	8.5%
- O=C(CCS(=O)(=O)c1ccccc1)Nc1ccccc1-c1nc2ccccc2s1
 : -4.9	5%	1%	-3%	1%	0%	10%	i	0.6%
- CC(=O)Nc1ccc(C(=O)NCC2CCCCC2)cc1
 : -1.9	14%	16%	-1%	0%	-9%	2%	i	-0.6%
- Cc1c(C(=O)NCc2ccccc2C(F)(F)F)sc(=O)n1Cc1ccccc1C#N
 : -4.1	3%	/	4%	/	-2%	/	i	-0.4%
- O=C(NCc1ccccc1)c1cc2sccc2n1Cc1ccc(Cl)cc1
 : /	/	-6%	/	/	-4%	-1%	/	-1.3%
- Cc1noc(C)c1COC(=O)c1ccccc1Oc1ccccc1
 : 0.8	1%	-10%	-11%	-4%	2%	10%	i	-0.1%
- CC1CCCCN1C(=O)N[C@@H](Cc1ccccc1)C(=O)O (stereo not given in full)
 : -4.7	7%	3%	14%	1%	13%	4%	i	0.1%
- COc1ccc(Nc2ncccc2C(=O)Nc2ccccc2)cc1
 : -2.5	19%	-16%	-8%	-1%	22%	-14%	i	2.7%
- S=C(Nc1cccc(Cl)c1Cl)N1CCC2(CC1)OCCO2
 : -2.6	11%	-4%	-7%	1%	5%	2%	i	2.8%
- CCOCCn1c(=O)c2c(nc3n2CCN3c2ccc(CC)cc2)n(C)c1=O
 : -1.9	-2%	3%	0%	/	0%	0%	i	1.2%
- O=C(NCC1c2ccccc2CCN1C(=O)CN1C(=O)c2ccccc2C1=O)C1CCCCC1 (stereo not given)
 : 0.7	3%	?	17%	1%	0%	-8%	i	0.0%
- Cc1nn(C)c(C)c1/C=C/C(=O)c1ccc(Cl)cc1Cl
 : -4.3	0%	?	-11%	1%	?	-17%	i	3.7%
- O=C(N/N=C/c1ccccn1)c1cc(C2CC2)nc2ccccc12
 : 0.7	4%	?	2%	2%	-3%	-8%	i	3.5%
- O=C(CCCSCCCC(=O)NN=Cc1ccccc1)NN=Cc1ccccc1
 : -1.5	14%	-21%	-15%	/	0%	-5%	i	4.1%
- CCOC(=O)c1ccc(NC(=O)NC2CC3CCC(C2)N3)cc1 (stereo not given)
 : -0.1	8%	-18%	1%	3%	3%	7%	i	-0.1%
- CC(C)c1ccc(OCc2ccc(C(=O)N3CCN(c4ccccn4)CC3)cc2)cc1
 : -0.3	-5%	-11%	-16%	-1%	?	-3%	i	3.4%
- Cc1ccccc1-c1nnc(SCc2ccccc2)o1
 : 1.6	13%	?	10%[57.1 µM]	0%	-20%	?	i	3.8%
- CCOc1ccc(N2CSC(=S)N(c3ccc(OCC)cc3)C2)cc1
 : 2.1	-1%	?	-18%	-2%	-20%	25%	i	2.0%
- COc1cccc(/C=C(/CC(=O)Nc2ccc(N3CCOCC3)cc2)c2nc3ccccc3s2)c1
 : 0.8	-1%	20%	-15%	-1%	22%	5%	i	12%

# The line under a structure holds: CCT chaperon mod	EPAC2 agonist	Nrf2 block	EPAC2 antagonist	MmCpn inh	TGFb SMAD3 inh	A549 viability	pAkt inh	Nrf2 activator
- CCOC(=O)c1cnc(SCC(=O)N2CCN(C(=O)c3ccco3)CC2)nc1N
 : -1.0	0%	-3%	6%	2%	-19%	2%	i	-0.7%
- Cc1ccc(C)c(S(=O)(=O)N2CCN(CC(=O)N3CCc4ccccc4C3)CC2)c1
 : 0.4	16%	0%	2%	-2%	9%	-7%	i	-0.3%
- COc1ccccc1OCCNC(=O)CC(NC(C)=O)c1ccccc1 (stereo not given)
 : -0.7	-2%	-5%	-7%	2%	-2%	0%	i	-0.8%
- O=C1CCCN1CCCNC(=S)Nc1ccc(Br)cc1Cl
 : 1.6	5%	7%	-4%	-6%	-3%	-2%	i	-0.3%
- CCCCN(C(=O)CCC(=O)Nc1cc(C)on1)C(C(=O)NC(C)(C)C)c1ccccc1Cl (stereo not given)
 : -0.2	-5%	?	-10%	-11%	-4%	-5%	i	-0.9%
- Cc1ccc(CN(Cc2ccco2)C(=O)COc2ccccc2C)cc1
 : /	/	-5%	/	/	?	9%	/	7.2%
- Cc1ccc(C(=O)Nc2nnc(S(=O)(=O)N3CCC(C)CC3)s2)cc1
 : -1.9	-4%	23%	5%	-1%	-5%	2%	i	-0.3%
- O=C(NCC1CCCN(C(=O)CN2CCCCC2)C1)c1ccccc1Cl (stereo not given)
 : 0.8	0%	?	2%	2%	1%	9%	i	-0.7%
- COC(=O)Cc1c[nH]c2ccc(OCC(O)CNC(C)C)cc12 (stereo not given)
 : -2.6	0%	7%	-6%	1%	-2%	13%	i	-0.4%
- O=C(Nc1cccc(NC(=O)c2ccc(Br)cc2)c1)c1ccccc1
 : -4.9	-3%	-5%&-7%	2%	1%	1%&0%	-6%&-6%	i	-0.1%&5.5%
- O=C(Nc1cc(C(F)(F)F)ccc1N1CCCCC1)c1ccc(Br)o1
 : -3.3	5%	-7%	-2%	-1%	16%	-7%	i	3.1%
- COc1cccc(CNS(=O)(=O)c2csc(C(N)=O)c2)c1
 : 1.0	4%	3%	0%	2%	-2%	3%	i	-0.4%
- O=S(=O)(Cc1ccccc1)c1nc2ccccc2n1Cc1ccccn1
 : -1.6	-2%	-15%	15%	2%	-19%	-1%	i	6.4%
- CC1CC1C(=O)OCc1cc(=O)n2cc(Br)ccc2n1 (stereo not given)
 : 0.1	5%	12%	3%	-4%	-8%	-5%	i	-0.1%
- CC(C)CCn1c(=O)c2ccccc2c2ccccc2c1=O
 : -1.9	-1%	/	-2%	1%	-14%	0%	i	-0.6%
- O=C(Nc1ccc2oc(-c3ccccc3F)nc2c1)c1ccc2c(c1)OCCO2
 : 0.7	12%	13µM*	25%	-3%	?	?	i	0.0%
- O=C(Cc1ccccc1)Nc1sc2c(c1C(=O)Nc1ccccc1Cl)CCCCC2
 : /	/	-7%	/	/	?	2%	/	-0.2%
- O=C(Cn1c(C2CC2)nc2ccccc2c1=O)Nc1ccc(Br)cc1
 : -0.3	-11%	-22%	0%	-4%	13%	4%	i	0.3%
- CCN(CC)S(=O)(=O)c1cccc(NC(=O)COc2ccc(F)cc2Br)c1
 : 0.3	17%	-18%	-16%	2%	0%	1%	i	0.4%
- O=C(O)c1ccc(CNCc2cccc(Cl)c2)cc1
 : -2.8	1%	4%	10%	4%	13%	-6%	i	0.1%

# The line under a structure holds: CCT chaperon mod	EPAC2 agonist	Nrf2 block	EPAC2 antagonist	MmCpn inh	TGFb SMAD3 inh	A549 viability	pAkt inh	Nrf2 activator
- COc1ccc(C(=O)CSc2nc(SC)ns2)cc1OC
 : 0.7	-5%	/	-3%	/	38%[activator]	-2%	i	9.3%
- Fc1ccc(-c2cc(C(F)(F)F)nc(-n3cccn3)n2)cc1
 : -5.9	2%	-24%	-6%	0%	-11%	0%	i	3.3%
- CCOc1cc2c3c(c1)C1(Nc4ccccc4S1)C(=O)N3C(C)(C)CC2C (stereo not given)
 : 0.0	10%	?	-8%	3%	13µM*	-15%[1.84 µM]	i	3.6%
- Fc1cnc(Cl)nc1NC1CCCCC1
 : 0.4	0%	-24%	-6%	-1%	6%	6%	i	-0.7%
- CCOc1cc(/C=C2\C(=N)N3N=C(C)SC3=NC2=O)ccc1OCCOc1cccc(OC)c1
 : 0.9	-6%	-21%	6%	-2%	6%	-7%	i	0.9%
- COC(=O)c1ccc(C(=O)OC)c(NC(=O)CCC(=O)O)c1
 : 0.9	-1%	21%	-3%	-14%	-4%	-4%	i	0.1%
- O=C(CSc1nnc(-c2ccc(Br)cc2)n1C1CCCCC1)N1CCCC1
 : 0.1	3%	9%	0%	-2%	5%	-10%	i	0.0%
- Nc1cc(=O)[nH]c(SCC(=O)Nc2ccc3c(c2)CCC3)n1
 : -0.9	-4%	?	1%	1%	0%	0%	i	-0.5%
- COc1cc2oc(-c3ccc(O)cc3)cc(=O)c2c(O)c1OC
 : 1.2	8%	-19%	-1%	-1%	-11%	-3%	i	8.6%
- C/C(=N\NC(=O)c1cccc(S(=O)(=O)N2CCOCC2)c1)c1ccc(O)cc1
 : -1.0	5%	1%	-11%	0%	23%	2%	i	-0.2%
- CCOc1ccc(NC(=O)N(CCC(C)C)C2CCN(C(C)=O)CC2)cc1
 : -0.1	7%	-2%	-2%	1%	-6%	-6%	i	0.3%
- CC(C)C[C@@H](C(=O)NCc1ccco1)N1C(=O)N2CCc3c([nH]c4ccccc34)[C@@]2(C)C1=O
 : 1.5	-5%	6%	-19%	-1%	?	-2%	i	10.0%
- C(=C\c1ccco1)/C=N/n1cnnc1
 : -1.8	4%	1%	-5%	2%	-2%	-7%	i	15%
- Cc1ccc(S(=O)(=O)N2CCN(C(=O)NCc3ccc(C(=O)O)cc3)CC2)cc1
 : -0.9	-4%	-10%	7%	?	-6%	-6%	i	-0.1%
- COc1ccc(OC(=O)c2cccc(S(=O)(=O)N3CCCC3)c2)cc1
 : 0.7	12%	/	4%	3%	4%	-4%	/	0.4%
- Cc1ccc(-c2nn(-c3ccccc3)cc2NC(=O)c2ccccc2)cc1
 : -2.7	14%	-7%	-4%	-10%	0%	0%	i	2.2%
- O=C(c1cccc(C(F)(F)F)c1)C1CCCN(C(=O)CN2CCCC2=O)C1 (stereo not given)
 : 0.0	-8%	-11%	7%	2%	12%	4%	i	-0.4%

# Screening data deposited in PubChem BioAssay by National Center for Advancing Translational Sciences (NCATS).

# Not all compounds are listed; count on the stated rates, not on these rows.
